TRb-SRC2 inh – disrupts binding of human TR beta to SRC2; AID 1469; 280,000 tested, 0.065% active; P10828; TRbeta-SRC2 peptide binding, fluorescence polarization; receptor liganded with 1 µM T3; Potency, µM (doses to about 106 µM), for inactives: top-dose activity change, negative = inhibition, actives largely listed as inhibitors;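 further: potency means the concentration at half of the fitted maximal effect; plate controls were bound peptide for no effect and peptide without receptor for full effect; nearly all actives have a fitted effect of over 50% in size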
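Human TRb ligand-binding domain (0.6 uM) is mixed with 20 nM Texas Red SRC2 peptide and 1 uM T3; after compound addition and 5 hr at ambient temperature, polarization is measured and normalized to unbound and bound controls.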
TexasRed fluor – Texas Red fluorescence interference in TRb-SRC2 counter-screen | 280,000 tested, 0.29% active | Potency, µM (top dose mostly 106 µM), without a hit: top-dose fluorescence change, negative = quenching | AID 1479 | TRb/SRC2 Texas Red total fluorescence interference; active means well fitted curve in either direction with a large enough effect; inconclusive means small, poorly fitted or top-dose-only effect; further: potency means the concentration at half of the fitted maximal effect; on the % scale 0 is the no-effect control and ±100 the full control effect
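Human TRb ligand-binding domain at 0.6 uM with 20 nM Texas Red SRC2 peptide in Tris buffer containing 1 uM T3 and 5% DMSO, incubated with compound 5 h at ambient temperature. Total fluorescence (555/632 nm) calculated as parallel + 2 × perpendicular.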
CBFb-RUNX1 inh – CBF-beta/RUNX1 interaction disruption; Q01196+Q13951; AlphaScreen CBFb-His/RUNX1-biotin binding, biochemical; Potency, µM (doses to about 59.8 µM), inactives show at the highest dose activity, negative = inhibition, hits mostly inhibitors; 230,000 tested, under 10 active; AID 1477; further: % of control where 0% means no effect
Target sequence (Q01196 whole entry, looked up): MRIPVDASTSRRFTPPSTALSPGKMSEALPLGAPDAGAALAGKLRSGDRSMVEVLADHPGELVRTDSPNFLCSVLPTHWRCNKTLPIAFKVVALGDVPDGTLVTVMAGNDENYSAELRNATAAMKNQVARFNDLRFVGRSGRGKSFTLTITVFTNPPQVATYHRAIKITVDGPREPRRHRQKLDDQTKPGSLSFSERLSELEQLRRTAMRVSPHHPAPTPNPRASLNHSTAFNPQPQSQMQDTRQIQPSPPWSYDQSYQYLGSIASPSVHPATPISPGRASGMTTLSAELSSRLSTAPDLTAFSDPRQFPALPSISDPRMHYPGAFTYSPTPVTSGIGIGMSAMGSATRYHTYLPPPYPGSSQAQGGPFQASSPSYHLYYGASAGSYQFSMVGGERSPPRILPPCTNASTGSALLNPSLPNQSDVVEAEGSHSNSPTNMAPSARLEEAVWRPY
Target sequence (Q13951 whole entry, looked up): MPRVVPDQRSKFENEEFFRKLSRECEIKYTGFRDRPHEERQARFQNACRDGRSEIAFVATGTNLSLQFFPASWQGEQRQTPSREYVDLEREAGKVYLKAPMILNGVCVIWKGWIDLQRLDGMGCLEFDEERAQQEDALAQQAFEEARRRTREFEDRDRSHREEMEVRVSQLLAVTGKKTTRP
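AlphaScreen proximity signal reports loss of binding between His-tagged CBF-beta and biotin-labelled RUNX1, each at 30 nM. Proteins are pre-associated for 20 minutes, compounds added for 15 minutes, then beads for 90 minutes, all at ambient temperature.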
Epigenetic reg – derepresses silenced GFP reporter in murine cells | murine LDR cells, GFP reporter derepression, 30 h | Potency, µM (titrated, usually from 53.9 µM), for the others: top-dose GFP activation, actives largely listed as activators | 280,000 tested, 0.2% active | AID 1865; further: potency means the concentration at half of the fitted maximal effect; % of control where 0% means no effect; nearly all actives have a fitted effect of over 60% in size
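GFP-positive cell count by laser-scanning cytometry (objects 20–120 um) after 30 h, 37 C compound exposure of murine LDR cells; reporter is CMV-GFP integrated at a silenced locus, inducible by HDAC or DNMT inhibitors.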
Tau fluor counter – counter-screen for tau fibril formation inhibitors; tau K18 P301L Alexa594 fluorescence, heparin fibrillization; Potency, µM (highest dose often 57.7 µM), without a hit: top-dose activity change, negative = decrease; 280,000 tested, 0.93% active; AID 1463; further: potency means the concentration at half of the fitted maximal effect; on the % scale 0 is the no-effect control and ±100 the full control effect; nearly all actives have a fitted effect of over 55% in size
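Human tau K18 P301L (15 uM unlabeled, 0.24 uM Alexa 594-labeled) in 100 mM sodium acetate pH 7 with 20 uM heparin, 6 hr at 37 C. ThT 30 uM added, 1 hr ambient; Alexa 594 FP and total fluorescence read at 555/632 nm.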
NPSR antagonist – neuropeptide S receptor (human) antagonism, cAMP | CHO-NPSR cells, cAMP TR-FRET, antagonist mode | Potency, µM (top dose mostly 38.3 µM), for inactives: at the top dose activity change, negative = inhibition, usual class: inhibitors | 220,000 tested, 1% active | AID 1461; further: potency means the concentration at half of the fitted maximal effect; on the % scale 0 is the no-effect control and ±100 the full control effect; nearly all actives have a fitted effect of over 50% in size; many of its hits are not listed in these tables
Tau FP inhib – blocks human tau fibril formation measured by polarization | P10636 | K18 P301L tau heparin fibrillization, Alexa594 FP, 6 h | Potency, µM (doses to about 57.7 µM), for the others: top-dose activity, negative = inhibition, actives largely listed as inhibitors | 280,000 tested, 0.39% active; further: potency means the concentration at half of the fitted maximal effect; on the % scale 0 is the no-effect control and ±100 the full control effect; nearly all actives have a fitted effect of over 55% in size
Target sequence (P10636 561-689 P618L limits assumed): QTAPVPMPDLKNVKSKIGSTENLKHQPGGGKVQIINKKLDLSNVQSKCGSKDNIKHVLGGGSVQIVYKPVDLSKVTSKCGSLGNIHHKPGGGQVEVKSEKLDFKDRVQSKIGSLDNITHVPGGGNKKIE
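Human tau K18 […] P301L fragment, 15 uM unlabeled plus 0.24 uM Alexa 594-labeled tau (final), with compound and 20 uM heparin in 100 mM sodium acetate pH 7; 6 hr at 37 C, then Alexa 594 FP read.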
GLA spleen mod – inhibits or activates alpha-galactosidase in human spleen homogenate; human spleen homogenate, 4MU-alpha-Gal fluorescence, 40 min; Potency, µM (doses to about 80 µM), for the others: at the top dose activity change, negative = inhibition, actives largely listed as inhibitors; 240,000 tested, 0.008% active; AID 2107;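 further: potency means the concentration at half of the fitted maximal effect; 0% = enzyme with vehicle and -100% = no enzyme basal signal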
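Human spleen homogenate (1 ug) was the enzyme source, with 4-methylumbelliferyl-alpha-D-galactopyranoside (1 mM final) in pH 5.0 citrate buffer with 0.01% Tween-20. Compounds were titrated; after 40 min at 37C, NaOH/glycine stop, 4-MU fluorescence read; AC50 from Hill fits.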
An asterisk follows results filed as active; u = inconclusive; x = no result given; & = joins results of further samples; [ ] = dose if it differs, or a comment. Unless noted, the call rests on the fitted dose curve; in most records, active means well fitted curve in the direction sought with a large enough effect; inconclusive means small, poorly fitted or top-dose-only effect, or another doubt; inactive means no such curve, though single readings can be large; an effect the other way counts as inactive or inconclusive.

SMILES | TRb-SRC2 inh | TexasRed fluor | CBFb-RUNX1 inh | Epigenetic reg | Tau fluor counter | NPSR antagonist | Tau FP inhib | GLA spleen mod
COc1ccc(-n2c(=O)c3c(C)c(C)sc3n(CC(=O)NCc3ccc(C)cc3)c2=O)c(OC)c1 | 8% | -16% | x | -0.9% | -25% | x | -14% | x
CC(=O)N/C(=C/c1ccc2c(c1)OCO2)C(=O)NCc1ccccc1 | 8% | -2% | 6% | -2.3% | -3% | 9% | -17% | -10%
O=C(CN1C(=O)CSC1=O)Nc1ccc2c(c1)OCCO2 | 6% | -3% | 8% | -0.7% | 2% | 4%[46.1 µM] | 12% | 7%
O=P(O)(CP(=O)(c1ccccc1)c1ccccc1)c1ccccc1O | -12% | 0% | 8% | -1.1% | 0% | 2%[46.1 µM] | 3% | 0%
O=C(Cn1c(=O)n(CCc2c[nH]c3ccccc23)c(=O)c2cccnc21)Nc1ccccc1F | 6% | -1% | -3%[2.36 µM] | 0.3% | u | -10% | 5% | -3%
CCn1c(SCC(=O)c2c(N)n(C)c(=O)n(C)c2=O)nnc1-c1ccccc1 | 9% | -2% | -8% | 0.0% | 10% | 33% | 3% | -5%
Cc1cc(NCCNC2=CC(=O)CCC2)nc2ccccc12 | 2% | 3% | 4% | -1.0% | 0% | 12%[46.1 µM] | -5% | 0%
C=CCN1C(=O)C(O)(CC(=O)c2c(C)n[nH]c2C)c2cc(Br)ccc21 (stereo not given) | 4% | 4% | 3% | -1.1% | 4% | -7%[46.1 µM] | 4% | -4%
COC(=O)c1cc(S(=O)(=O)n2nc(C)c(Br)c2C)c(Cl)cc1Cl | 0% | 1% | 12% | 0.0% | -17% | u | -7% | 7%
CCn1c(SCC(=O)N2CCN(c3ccc(F)cc3)CC2)nc2ccccc2c1=O | -4% | -2% | 3% | 0.9% | -5% | -18%[46.1 µM] | 3% | 12%
Cc1cc(C(=O)NNc2ccccc2F)no1 | -9% | -1% | 6% | 0.0% | -16% | -13%[7.67 µM] | -11% | 2%
Cn1nc(-c2ccccc2F)c2cc(C(=O)N3CCN(c4ccccc4F)CC3)sc21 | 4% | 0% | x | -0.7% | -21% | x | 1% | x
CC(=O)Nc1cccc(N/C=C(\C=O)c2nc3ccccc3o2)c1 | 4% | -4% | 1% | -1.6% | -18% | 4% | -1% | 10%
O=C(COc1ccc(Cl)cc1)Nc1ccc(C(=O)NCc2cccnc2)cc1 | 3% | -2% | 2% | 1.0% | -13% | 0%[46.1 µM] | -5% | 4%
O=C(NCCCn1ccnc1)C(=O)NCC1OCCN1S(=O)(=O)c1ccc(F)cc1 (stereo not given) | -1% | 1% | -15%[2.36 µM] | 0.3% | -8% | 6% | -5% | 0%
CCCC/C=C/C(NC(=O)c1ccco1)c1ccccc1 (stereo not given) | -12% | -3% | -24% | 0.8% | -7% | x | -10% | -1%
O=C(NCc1ccco1)C1c2ccccc2Oc2ccccc21 | -1% | -5% | -24% | -1.1% | -8% | -15%[46.1 µM] | -4% | -6%
Cn1c(=N)n(CC(O)c2cccc3ccccc23)c2ccccc21 (stereo not given) | -2% | 1% | -2% | 0.8% | -11% | 2%[46.1 µM] | -1% | 5%
CSc1nnc(C)c(=O)n1COC(=O)COc1ccccc1C | -2% | -1% | 4% | 0.0% | -2% | -7%[46.1 µM] | -3% | 2%
Cc1c(C(=O)Oc2ccc(Cl)cc2)n(C)oc1=O | -2% | -1% | -1% | -0.3% | -8% | -7% | -3% | 6%
Cc1ccc(CNC(=O)CCc2cn(C)c3ccccc23)cc1 | -3% | 0% | x | 2.7% | -12% | x | 8% | x
CCOC(=O)c1[nH]c(C)c(C(=O)NCCc2ccccc2)c1C | -1% | -1% | x | -2.5% | -5% | x | 1% | x
CCNC(=S)Nc1cc(C)ccn1 | -7% | 0% | -1% | 1.0% | 10% | 10% | 4% | -7%
COc1ccc(C2c3[nH]c4ccccc4c3CCN2C(=O)c2cc3ncccn3n2)c(F)c1 (stereo not given) | 5% | -2% | 0% | -0.3% | -18% | -17% | 8% | -7%
COC(=O)c1ccc(NS(=O)(=O)c2cccc3cccnc23)cc1 | -3% | -8% | 2% | 1.5% | -3% | -8%[46.1 µM] | -1% | 6%
Additional entries follow.
SMILES | TRb-SRC2 inh | TexasRed fluor | CBFb-RUNX1 inh | Epigenetic reg | Tau fluor counter | NPSR antagonist | Tau FP inhib | GLA spleen mod
COc1cccc(CN2CCN(Cc3c(C)nn(C(C)C)c3C)CC2CCO)c1 (stereo not given) | -1% | 0% | -6% | -2.7% | 16% | -9% | 10% | -6%
Cc1ccc(-c2noc(CCC(=O)NCCc3ccccc3Cl)n2)cc1 | 1% | 0% | 14% | -3.2% | -8% | -18%[46.1 µM] | -1% | -4%
COc1ccc(CN(CCC(c2ccc3c(c2)OCO3)c2ccccc2OC)C(C)=O)cc1 (stereo not given) | 0% | -9% | x | -0.8% | -20% | x | 6% | x
CCS(=O)(=O)NCC(c1ccco1)N1CCN(c2ccc(OC)cc2)CC1 (stereo not given) | -2% | 0% | x | u | -5% | x | -1% | x
Cc1ccc(Nc2nc3ccccc3s2)cc1 | 2% | -1% | -1% | -1.9% | u | 9% | 7% | -15%
COc1cc2[nH]c(=S)nc(NCCc3ccc(C)cc3)c2cc1OC | -11% | -2% | -7% | 17% | -16% | u | u | -2%
CN(Cc1ccccc1)C(=O)COC(=O)c1cc(Cl)nc(Cl)c1 | 1% | -3% | 4% | 1.1% | -3% | -13% | -3% | 2%
CCCCCc1nc(-c2nonc2N)no1 | -5% | 0% | -2% | -1.8% | -2% | -12%[46.1 µM] | 2% | 10%
CC(Cc1cccnc1)NC(=O)CCc1nnc(-c2ccccc2)o1 (stereo not given) | -4% | -4% | 3% | 0.0% | 13% | -16% | 6% | 3%
Cc1cc(=O)[nH]c(NN)n1 | 5% | -4% | 7% | -1.8% | -14% | 11% | 1% | -1%
CCOc1ccc(-c2nnc(SCC(=O)Nc3cccc(OC)c3)nc2-c2ccc(OCC)cc2)cc1 | -3% | -4% | x | 13% | -24% | x | u | x
CC(Sc1nncs1)C(=O)Nc1ccc2c(c1)OCO2 (stereo not given) | -2% | -1% | -16% | -1.1% | -6% | 11% | -1% | -14%
CCn1c(C)nc2cc(C(=O)NNC(=S)Nc3ccc(C)cc3)ccc21 | -1% | 2% | 7% | 3.3% | -10% | 0% | -1% | -1%
Cc1cc2nc(C)n(CCCNC(=O)Nc3ccccc3)c2cc1C | -8% | -1% | -2% | -1.0% | -15% | -6%[46.1 µM] | 1% | 3%
COCCNc1oc(-c2ccc(COc3ccc(OC)cc3)o2)nc1C#N | -6% | u | x | -3.2% | u | x | 8% | x
CCOc1ccc2nc(N3CCCN(C(=O)Nc4ccccc4C)CC3)c(C#N)cc2c1 | 2% | -8% | u | 0.9% | -3% | -25%[46.1 µM] | 7% | -6%
CCn1c(SCC(N)=O)nnc1-c1ccc2[nH]c(C)c(C)c2c1 | -14% | -4% | 5% | -1.0% | 0% | -2%[46.1 µM] | -3% | 0%
OCCNCC(O)Cn1ccc2ccccc21 (stereo not given) | -4% | -4% | 2% | -1.1% | -3% | -3%[46.1 µM] | -3% | -12%
Nc1nc2ncc(CNc3ccc(C(=O)N[C@@H](CCC(=O)O)C(=O)O)cc3)nc2c(=O)[nH]1 | -15% | 0% | 21%&6%[21.7 µM] | 0.8% | -4% | x | -4% | 15%
CCCCNc1ncnc2c1cnn2-c1ccc(C)cc1C | -5% | -2% | 14% | 0.0% | -7% | -19%[46.1 µM] | 4% | -5%
O=C(CCCOc1ccc(Cl)cc1Cl)n1nnc2ccccc21 | -2% | -2% | 0% | 0.0% | 0% | 1%[46.1 µM] | -5% | 1%
COCCn1c(CNC(=O)c2ccc(C)cc2)nc2cccnc21 | 0% | -2% | x | 0.0% | -6% | x | 3% | x
CN(C)S(=O)(=O)c1cccc(NC(=S)N/N=C/C(c2ccccc2)c2ccccc2)c1 | 4%[53 µM] | 0%[53 µM] | -1% | 2.6% | -25% | -1% | -4% | 0%
O=C(c1cc(F)ccc1F)C1CCCN(C(=O)CCCN2CCCCC2=O)C1 (stereo not given) | 0% | -4% | 4% | 0.0% | -7% | -9% | -2% | 2%
Cc1ccc2nc(CSc3nnc(Cc4cccs4)n3C3CCCCC3)cc(=O)n2c1 | -16% | 1% | 8% | -1.9% | 2% | -15%[46.1 µM] | -1% | -7%
The list continues:
SMILES | TRb-SRC2 inh | TexasRed fluor | CBFb-RUNX1 inh | Epigenetic reg | Tau fluor counter | NPSR antagonist | Tau FP inhib | GLA spleen mod
O=C(O)CC(NC(=O)CCC1CCCCC1)c1cc([N+](=O)[O-])ccc1Cl (stereo not given) | 2% | 1% | 6% | 2.7% | -5% | 5% | -3% | 3%
COCCCNC(=O)c1ccc(NC(=O)N2CCCCc3ccccc32)cc1 | 4% | -3% | x | -1.1% | 5% | x | -1% | x
Cc1csc(SCC(=O)Nc2sc3c(c2C#N)CCC3)n1 | 2% | -4% | -13% | -1.0% | -19% | -11%[46.1 µM] | 2% | -3%
Cc1nnc2n1N=CC=C(c1ccccc1)S2 | -1% | 0% | 3% | 1.9% | 0% | 0%[46.1 µM] | 3% | 5%
O=[N+]([O-])c1ccc(Cl)cc1NCCCN1CCOCC1 | 4% | 1% | -2% | 0.0% | -1% | 2% | 7% | -3%
CCC1=C(OC(=O)N(CC)CC)N2C(=O)OC(=NCCc3c[nH]c4ccccc34)[C@]2(Cc2ccccc2)[C@H]2C1=CC[C@H]1C(=O)N(c3ccccc3)C(=O)[C@H]12 | 6%&5% | -2%&1% | u | 2.6%&-1.6% | u | -7% | 5%&8% | 0%&-12%

Whole records, looked up by structure. Order of screens: TRb-SRC2 inh, TexasRed fluor, CBFb-RUNX1 inh, Epigenetic reg, Tau fluor counter, NPSR antagonist, Tau FP inhib, GLA spleen mod
CCn1c(C)nc2cc(C(=O)NNC(=S)Nc3ccc(C)cc3)ccc21 in the list: -1%, 2%, 7%, 3.3%, -10%, 0%, -1%, -1%
CCOc1ccc2nc(N3CCCN(C(=O)Nc4ccccc4C)CC3)c(C#N)cc2c1 in the list: 2%, -8%, u, 0.9%, -3%, -25%[46.1 µM], 7%, -6%

These rows are one share of the data; count on the stated rates, not on these rows.
